Screening data deposited in PubChem by National Center for Advancing Translational Sciences (NCATS).
TGFb inhibitor – blocks TGF-b signaling; AID 588855; 410,000 compounds, 1.2% hits; Potency, µM (titrated, usually from 46.1 µM), for the others: at the top dose activity, negative = inhibition, most hits filed as inhibitors; HepG2 CAGA-GFP TGF-b/SMAD3 reporter, GFP fluorescence, 18 h; TGF-beta stimulated, 500 pg/mL final; note: potency is the fitted concentration of half-maximal effect; % is set by controls: 0 for no effect and ±100 for the full control effect; nearly all actives have a fitted effect of over 65% in size
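Cell-based qHTS in HEPG2 carrying a CAGA-GFP Smad reporter; compounds added before 500 pg/mL final TGF-beta, 18 h incubation at 37 degrees C, GFP fluorescence quantified per cell by imaging cytometry.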
EPAC2 antag – blocks human EPAC2 exchange factor. Q8WZA2. EPAC2 GEF exchange of Rap1B-BODIPY-GDP, fluorescence. Potency, µM (titrated, usually from 114 µM), for the others: at the highest dose activity, negative = inhibition, actives largely listed as inhibitors. 360,000 compounds, 0.18% hits; note: potency is the fitted concentration of half-maximal effect; % is set by controls: 0 for no effect and ±100 for the full control effect; nearly all actives have a fitted effect of over 45% in size; many of its hits are not listed in these tables
Target sequence (Q8WZA2 whole entry, looked up): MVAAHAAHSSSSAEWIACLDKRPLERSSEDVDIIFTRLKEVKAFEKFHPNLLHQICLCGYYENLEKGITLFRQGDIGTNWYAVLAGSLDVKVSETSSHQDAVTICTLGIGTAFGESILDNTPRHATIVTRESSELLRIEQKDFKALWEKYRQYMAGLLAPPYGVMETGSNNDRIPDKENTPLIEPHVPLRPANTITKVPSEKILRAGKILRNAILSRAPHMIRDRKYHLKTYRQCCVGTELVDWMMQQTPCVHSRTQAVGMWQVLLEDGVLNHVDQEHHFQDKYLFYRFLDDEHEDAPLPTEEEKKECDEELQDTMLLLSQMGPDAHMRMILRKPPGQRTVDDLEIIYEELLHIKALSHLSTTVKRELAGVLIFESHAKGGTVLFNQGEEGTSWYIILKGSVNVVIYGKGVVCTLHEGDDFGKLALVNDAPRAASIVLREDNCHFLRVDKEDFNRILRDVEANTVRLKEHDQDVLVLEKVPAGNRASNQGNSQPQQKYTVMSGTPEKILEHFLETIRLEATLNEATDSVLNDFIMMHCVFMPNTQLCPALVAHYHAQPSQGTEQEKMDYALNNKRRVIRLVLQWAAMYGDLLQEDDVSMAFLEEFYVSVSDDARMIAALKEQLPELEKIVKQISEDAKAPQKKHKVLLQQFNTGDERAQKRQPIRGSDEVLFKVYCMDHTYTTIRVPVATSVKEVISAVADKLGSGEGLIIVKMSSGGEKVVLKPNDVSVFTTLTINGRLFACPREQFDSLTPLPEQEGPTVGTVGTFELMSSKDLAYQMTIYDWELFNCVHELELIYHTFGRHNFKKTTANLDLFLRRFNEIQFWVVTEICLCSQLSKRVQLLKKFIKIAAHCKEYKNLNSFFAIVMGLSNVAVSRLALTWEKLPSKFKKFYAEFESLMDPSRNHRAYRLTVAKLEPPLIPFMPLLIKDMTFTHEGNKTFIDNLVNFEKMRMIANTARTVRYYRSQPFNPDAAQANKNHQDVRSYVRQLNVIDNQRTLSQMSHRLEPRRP
Nrf2 activator – activates Nrf2 signaling | AREc32 ARE-luciferase reporter (MCF7-derived line), luminescence, 24 h | Potency, µM (titrated, usually from 46.1 µM), without a hit: at the top dose activation, usual class: activators | 410,000 compounds, 0.31% hits | AID 624171; note: potency is the fitted concentration of half-maximal effect; % of control where 0% means no effect; nearly all actives have a fitted effect of over 65% in size
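Luminescent ARE reporter assay in AREc32_Fluc cells: overnight plating at 37 deg C, 24 hr compound incubation, Steady-Glo added, 30 min RT before reading.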
pAkt inh – inhibitors of Akt phosphorylation; Neuro2A IGF-stimulated pAkt S473 HTRF, 20 min; stronger effect = lower value; 360,000 compounds, 0.32% hits; activity change, % for hits at 50 µM; in the data active = activity change below about -80%; inconclusive = mostly about -51% to -80%; note: % is set by controls: 0 for no effect and ±100 for the full control effect
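Single-point screen (50 µM final compound) in Neuro2A cells stimulated 20 min with 6 nM IGF at 37 deg C. After lysis, Ser473-phosphorylated Akt read by HTRF (ex 330 nm, em 615/665 nm) as the 665/615 ratio.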
Mm-Cpn inhibitor – inhibitors of Methanococcus maripaludis chaperonin (MmCpn); 330,000 compounds, 0.031% hits; Potency, µM (highest dose often 76.9 µM), for the others: at the highest dose activity, negative = inhibition, usual class: inhibitors; purified Mm-Cpn ATPase, ADP Transcreener TR-FRET; AID 504842; note: potency is the fitted concentration of half-maximal effect; % is set by controls: 0 for no effect and ±100 for the full control effect; nearly all actives have a fitted effect of over 80% in size
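Purified archaeal Mm-CPN (25nM final) preincubated 10 min at 37degC with compound, then 10uM ATP for 30 min at 37degC; ADP measured by HTRF Transcreener TR-FRET; buffer 30 mM TRIS pH 7.4, 100mM KCl, 5mM MgCl2, 1mM DTT.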
Nrf2 block – Nrf2 pathway inhibition; 360,000 compounds, 2.1% hits; Potency, µM (series often up to 46 µM), for inactives: at the top dose activity change, negative = inhibition, actives largely listed as inhibitors; A549 ARE-Fluc reporter, luciferase luminescence, 18-24 h; note: potency is the fitted concentration of half-maximal effect; % is set by controls: 0 for no effect and ±100 for the full control effect; nearly all actives have a fitted effect of over 60% in size
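Nrf2 function is reported as luminescence of an ARE-controlled luciferase in A549 cells. Compounds were tested at several concentrations, and a CellTiter-Fluor read on the same wells flagged cytotoxicity.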
CCT chaperon mod – modulators of cytosolic chaperonin (CCT/TRiC) activity | purified chaperonin ATPase assay, HTRF ADP detection, 30 min | activity change, % (test concentration not listed), hits read low | 360,000 compounds, 0.3% hits | AID 651819; in the data active = activity change below about -30%; note: % is set by controls: 0 for no effect and ±100 for the full control effect
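ATPase activity: ADP formed was measured by HTRF Transcreener (665/615 nm ratio) after 30 min at 37 deg C with 10 uM ATP. Compounds screened at one 76 uM concentration against 40 or 20 nM TRiC in Tris pH 7.4/KCl/MgCl2/DTT buffer.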
EPAC2 ag – agonists of human EPAC2 (RAPGEF4); Q8WZA2; EPAC2 activation, biochemical qHTS; response scale: 100% = 6.5 mM cAMP response; Potency, µM (titrated, usually from 154 µM), for the others: at the highest dose activation, most hits filed as activators; 360,000 compounds, 0.079% hits; AID 720711; note: potency is the fitted concentration of half-maximal effect; nearly all actives have a fitted effect of over 50% in size
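Guanine nucleotide exchange by EPAC2 is measured as reduced fluorescence of BODIPY-GDP once it is released from 250 nM Rap1B. Plates are read kinetically for 30 min at room temperature; results are scaled to 6.5 mM cAMP.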
A549 viability – A549 cytotoxicity, counter-screen for Nrf2 inhibitors; Potency, µM (titrated, usually from 46 µM), without a hit: top-dose activity change, negative = cytotoxicity, most hits filed as inhibitors; A549 ARE-Fluc cells, CellTiter-Fluor viability, 18-24 h; 390,000 compounds, 0.16% hits; note: potency is the fitted concentration of half-maximal effect; % is set by controls: 0 for no effect and ±100 for the full control effect
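A549 ARE_Fluc cells in 5% FBS OPTI-MEM were exposed to compounds in concentration-response for 18-24 h at 37 deg C. Viability was read by CellTiter-Fluor fluorescence (Ex 405/Em 525) after 30 min, before the luciferase read.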
* hit, by the source's call; i = inactive; ? = inconclusive; . = not tested or not shown; [ ] = dose if it differs, or a comment. Unless noted, calls come from the whole dose curve; as a rule, active = well fitted curve in the direction sought with a large enough effect; inconclusive = small, poorly fitted or top-dose-only effect, or another doubt; inactive = no such curve, though single readings can be large; an effect the other way counts as inactive or inconclusive.

SMILES | TGFb inhibitor | EPAC2 antag | Nrf2 activator | pAkt inh | Mm-Cpn inhibitor | Nrf2 block | CCT chaperon mod | EPAC2 ag | A549 viability
Cc1ccc(C)c(S(=O)(=O)Nc2ccc(C(=O)N3CCOCC3)cc2)c1 | 10% | -2% | -0.1% | i | . | . | -0.9 | 19% | .
CCOc1ccc(NC(=O)c2ccc(NC(=O)c3ccc(NC(N)=O)cc3)cc2)cc1 | 0% | 3% | 0.1% | i | -1% | ? | -4.5 | 0% | 0%
COC(=O)c1c(NC(=O)Cc2cccs2)sc2c1CCC(C)C2 (stereo not given) | 2% | -3% | 0.8% | i | 4% | ? | -2.0 | 12% | 17%
COc1ccccc1NC(=O)CNC(=O)c1ccc([N+](=O)[O-])cc1 | 0% | -3% | 0.2% | i | 2% | 3% | -0.4 | 11% | 3%
CCn1c(SC(C)C(=O)OC)nnc1-c1c[nH]c2ccccc12 (stereo not given) | 0% | -13% | -1.0% | i | 1% | 4% | 2.1 | 3% | 1%
O=C(NCCSCc1cccc(Cl)c1)C1CCN(S(=O)(=O)Cc2ccccc2)CC1 | 0% | . | 3.3% | . | . | -6% | . | . | -3%
COc1ccc(OC)c(S(=O)(=O)NCCc2ccccc2)c1 | -11% | -3% | 2.5% | . | 1% | 8% | 0.4 | 10% | 10%
CC1CN(CCOc2cccc(Oc3ccccc3)c2)CC(C)O1 (stereo not given) | 7% | 0% | 0.6% | i | 2% | 4% | 2.0 | 7% | 5%
Cc1ccc(-c2[nH]c(-c3ccc(Cl)cc3)nc2SCC(=O)NCC2CCCO2)cc1 (stereo not given) | 12% | -9% | -0.6% | i | 0% | -29% | -1.3 | -9% | -22%
C[n+]1ccccc1/C=C/c1ccc(C#N)cc1 | -5% | 3% | 0.0% | i | -1% | ? | 0.7 | 1% | -7%
N/C(=N\OC(=O)c1cccs1)c1cccnc1 | 1% | 1% | ? | i | 1% | ? | -2.4 | 4% | -1%
COc1ccc(OCC(=O)N(Cc2cccs2)C2CCS(=O)(=O)C2)cc1 (stereo not given) | -1% | -5% | 2.5% | . | 1% | 7% | -2.1 | 6% | 1%
CCNC(=O)Nc1ccc(-n2nc(C)c(C(=O)OCC)c2C)nc1 | 0% | 5% | 0.9% | i | 3% | -16% | 1.8 | -4% | -6%
O=C(Nc1ccc(Cl)cc1)N1CCCC1 | -11% | 4% | -0.3% | i | 1% | 7% | 0.7 | 3% | 0%[1.84 µM]
CCOC(=O)C1Nc2ccc(C(F)(F)F)cc2C2C=CCC12 (stereo not given) | ? | -6% | 0.3% | i | . | 1% | -1.6 | 13% | -2%
COc1cccc(N2CCN(C(=O)CCCCCn3c(=S)[nH]c4cc5c(cc4c3=O)OCO5)CC2)c1 | 3% | 2% | 2.5% | i | 0% | ? | 1.0 | 0% | -7%
O=C1NC2CCCCC2C(=O)N1OS(=O)(=O)c1ccccc1 (stereo not given) | 0% | 14% | 21% | i | . | -4% | 0.6 | -4% | -25%
CC(=O)C1=C(C)NC(=O)NC1/C=C/c1ccccc1 (stereo not given) | -1% | 1% | 0.4% | i | 1% | -15% | -3.4 | 5% | 2%
Cc1c(NC(=O)c2ccc(CN3CCc4ccccc4C3)cc2)c(=O)n(-c2ccccc2)n1C | ? | 9% | 0.2% | i | 1% | ? | 1.5 | 5% | -6%
Cc1ccccc1N1CCN(C2CCCN(C(=O)CCN3CCCO3)C2)CC1 (stereo not given) | 7% | 0% | -0.5% | i | -2% | 16% | 0.2 | 0% | 4%
COc1ccc(-c2noc(CN(C(=O)c3ccccc3Cl)C(C)C)n2)cc1 | -27% | . | 2.4% | . | . | ? | . | . | 3%
Cc1ccc2[nH]cc(/C=C/c3cc[n+](C)cc3)c2c1 | 60%[activator] | 65%[activator] | 11% | i | -9% | 1.8µM* | -0.4 | ? | -42%
CCn1c(SCC(=O)Nc2ccccc2C(=O)OC)nnc1-c1ccoc1C | 0% | -6% | 0.6% | i | -2% | -7% | -2.1 | 9% | 2%
Cc1cccc(C)c1NC(=O)Cn1cc(S(=O)(=O)Cc2ccc(F)cc2)c2ccccc21 | 0% | . | 1.1% | . | . | -22% | . | . | -7%
O=C(O)c1ccc(N2C(=O)CC(SC(=NCc3ccc4c(c3)OCO4)Nc3ccc(F)cc3)C2=O)cc1 (stereo not given) | 11% | -17% | 0.4% | i | -1% | ? | -0.1 | -1% | -11%

A draw from above in order of SMILES length, ascending:
SMILES | TGFb inhibitor | EPAC2 antag | Nrf2 activator | pAkt inh | Mm-Cpn inhibitor | Nrf2 block | CCT chaperon mod | EPAC2 ag | A549 viability
C[n+]1ccccc1/C=C/c1ccc(C#N)cc1 | -5% | 3% | 0.0% | i | -1% | ? | 0.7 | 1% | -7%
Cc1ccc2[nH]cc(/C=C/c3cc[n+](C)cc3)c2c1 | 60%[activator] | 65%[activator] | 11% | i | -9% | 1.8µM* | -0.4 | ? | -42%
COC(=O)c1c(NC(=O)Cc2cccs2)sc2c1CCC(C)C2 (stereo not given) | 2% | -3% | 0.8% | i | 4% | ? | -2.0 | 12% | 17%
CCn1c(SC(C)C(=O)OC)nnc1-c1c[nH]c2ccccc12 (stereo not given) | 0% | -13% | -1.0% | i | 1% | 4% | 2.1 | 3% | 1%
Cc1ccccc1N1CCN(C2CCCN(C(=O)CCN3CCCO3)C2)CC1 (stereo not given) | 7% | 0% | -0.5% | i | -2% | 16% | 0.2 | 0% | 4%
COc1ccc(-c2noc(CN(C(=O)c3ccccc3Cl)C(C)C)n2)cc1 | -27% | . | 2.4% | . | . | ? | . | . | 3%
O=C(NCCSCc1cccc(Cl)c1)C1CCN(S(=O)(=O)Cc2ccccc2)CC1 | 0% | . | 3.3% | . | . | -6% | . | . | -3%
COc1cccc(N2CCN(C(=O)CCCCCn3c(=S)[nH]c4cc5c(cc4c3=O)OCO5)CC2)c1 | 3% | 2% | 2.5% | i | 0% | ? | 1.0 | 0% | -7%

Other compounds
SMILES | TGFb inhibitor | EPAC2 antag | Nrf2 activator | pAkt inh | Mm-Cpn inhibitor | Nrf2 block | CCT chaperon mod | EPAC2 ag | A549 viability
CC(C)CC(C(=O)Nc1oc(-c2ccco2)c(-c2ccco2)c1C#N)N1C(=O)c2ccccc2C1=O (stereo not given) | -2% | -4% | -0.2% | i | -7% | 3% | -1.6 | -3% | -6%
N#C/C(=C\c1cccc(OC(=O)c2cccs2)c1)C(N)=O | 0% | 1% | 3.2% | i | 0% | 4% | -3.3 | 8% | -5%
CCCCNC(=O)c1cccnc1SCC(=O)Nc1ccccc1OC | 12% | 6% | 0.8% | i | -4% | 0% | -2.2 | -11% | 0%
O=c1c2ccccc2c(C=NCCCN2CCOCC2)c(O)n1Cc1ccccc1 | 0% | -1% | 0.3% | i | 0% | 3% | 2.2 | 3% | -3%
CCCC1=Nc2cc(C(=O)NCc3ccccc3)ccc2Sc2ccccc21 | ? | . | -0.6% | . | . | -22% | . | . | -10%
Cc1ccc(C2C(C#N)C(C#N)N3CCCN23)cc1 (stereo not given) | 0% | 3% | 5.6% | i | -4% | 3% | 0.1 | 1% | 0%
CSCc1ccc(C(=O)OCc2nc3ccccc3s2)o1 | 8% | -2% | 9.5% | i | -3% | ? | -0.5 | 10% | -4%
O=C(CCN1C(=O)C2CCCCC2C1=O)Nc1ccc(F)c(F)c1F (stereo not given) | 0% | 5% | 0.4% | i | -1% | -1% | -1.4 | 0% | -5%
CCOc1ccc(CCNC(=O)c2[nH]c3cc(OC)ccc3c2Sc2ccccc2)cc1OCC | -43% | . | -0.4% | . | . | -11% | . | . | 1%
Cc1cccc(NS(=O)(=O)c2cccc(C(=O)NCC(C)(C)N3CCOCC3)c2)c1 | 0% | -11% | 3.0% | i | 1% | ? | -0.7 | 8% | -10%
C=CCc1cccc2cc(C(=O)NC3=C(C#N)CCC3)c(=O)oc12 | 5% | 0% | -0.5% | . | -1% | 30% | 1.2 | -15%[15.6 µM] | -1%
Cc1ccc(C)c(CN2CCC(CNC(=O)Nc3ccc(C)c(C)c3)CC2)c1 | 0% | -1% | -0.5% | i | 0% | -2% | -1.7 | 6% | -9%
O=C1N/C(=N\N=C\c2ccco2)SC1Cc1ccccc1[N+](=O)[O-] (stereo not given) | -29% | -30% | ? | i | 1% | -8% | 1.1 | 6% | -21%
[N-]=[N+]=NC[C@H](c1ccccc1)N1CCN(Cc2ccccc2)CCC1=O | -11% | 2% | -0.6% | i | -29% | 2% | 0.3 | 21% | 0%
CCC(C)(NC=O)C(=O)Nc1c(C)cccc1C (stereo not given) | -4% | -14% | -0.6% | i | 0% | 4% | -0.6 | 3% | 11%
CCn1c(CNC(=O)c2ccco2)nnc1SCC(=O)c1ccc(OC)cc1 | 4% | 6% | -0.3% | i | -3% | -4% | -0.9 | 19% | 4%
O=C(c1cc(-c2ccccc2)on1)N(Cc1cccnc1)C(c1ccccn1)c1nc2ccccc2[nH]1 (stereo not given) | ? | -6% | -0.4% | i | . | . | 2.6 | 12% | .
CCN(CC)CCNC(=O)c1cn(C)c2ccc(S(=O)(=O)N(C)C3CCCCC3)cc2c1=O | 1% | 2% | -0.5% | i | 0% | 4% | -0.8 | 7% | -3%
O=S(=O)(c1cccs1)N1CN(C2CCCCC2)c2nc3ccccc3nc21 | -28% | -10% | -0.1% | i | -1% | ? | 0.7 | 6% | -5%

Only part of the results is shown; the hit share may differ from the screen's.
